Dengue-2 NS5 capping – Dengue-2 NS5 methyltransferase inhibitors, primary screen, biochemical, confirmation dose response (AID 588689); Genome polyprotein (Dengue virus type 2 (strain 16681-PDK53)); Dengue-2 NS5 methyltransferase capping enzyme assay, biochemical; higher % means a stronger effect; one-dose inhibition, % at 25 µM; IC50 in µM for titrated hits; 340,000 compounds, 0.3% hits; in the data active = a potency from the dose series
NTR1 agonist – agonists of NTR1, primary screen, imaging, U2OS cells, beta-arrestin-GFP, high content (AID 493036); Neurotensin receptor type 1 (Homo sapiens), P30989; NTR1-U2OS beta-arrestin-GFP spot imaging, agonist mode; activation, % at 20 µM; 330,000 compounds, 0.17% hits;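 active = activation at or above 40% of the spot to cytoplasm intensity ratio, with at least 20 cells analyzed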;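 note: 0% = DMSO without peptide and 100% = 100 nM NTR1 peptide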
Target sequence (P30989 whole entry, looked up): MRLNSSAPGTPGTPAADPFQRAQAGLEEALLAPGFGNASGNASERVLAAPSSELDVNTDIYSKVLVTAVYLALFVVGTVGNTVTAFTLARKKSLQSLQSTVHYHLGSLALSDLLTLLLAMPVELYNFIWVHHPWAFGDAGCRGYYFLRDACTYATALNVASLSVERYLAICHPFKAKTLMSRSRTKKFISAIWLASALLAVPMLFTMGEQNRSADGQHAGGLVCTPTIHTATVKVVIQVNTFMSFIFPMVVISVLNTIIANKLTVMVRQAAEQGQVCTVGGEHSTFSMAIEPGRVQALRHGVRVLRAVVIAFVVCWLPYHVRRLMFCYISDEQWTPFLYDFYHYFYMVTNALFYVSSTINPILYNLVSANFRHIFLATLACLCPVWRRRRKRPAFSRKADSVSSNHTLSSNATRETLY
GPR55 LPI antagonism – GPR55 antagonists blocking LPI-driven arrestin recruitment, primary screen, imaging, U2OS, beta-arrestin-GFP, LPI agonist (AID 2013) | 290,000 compounds, 0.13% hits | inhibition, % at 10 µM, or IC50 in µM where a hit was titrated | U2OS GPR55 beta-arrestin-GFP translocation imaging, LPI antagonism; higher % means a stronger effect;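 active = spots per cell inhibited over 60%, with over 100 cells counted and total cytoplasm intensity under 500,000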;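 note: U2OS cells stably carrying GPR55 and arrestin-GFP stimulated by 5 µM LPI near EC80; imaged beta-arrestin-GFP aggregate spots per cell after agonist stimulation; plate controls were LPI-stimulated DMSO wells for no effect and DMSO wells without LPI for full effect; some results filed as inactive read as strong as hits; confirmed hits need IC50 under 10 µM and bright autofluorescent wells are also inconclusive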
UTI89 phage lysis – inhibition of K1F phage lysis, E. coli UTI89, bacterial capsule biogenesis inhibitors, alamar blue (AID 488966); 340,000 compounds, 0.02% hits; inhibition, % at 100 µM, or IC50 in µM where a hit was titrated; E. coli UTI89 K1F phage lysis, alamar blue, 2 h; higher % means a stronger effect;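 active = phage lysis inhibition, versus mean bacterial control, above a set limit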;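 note: capsule biogenesis inhibitors block K1F phage lysis so surviving cells raise fluorescence; higher fluorescence means more inhibition of phage lysis; actives were called in the ten point dose series up to 300 µM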
GPR55 beta-arrestin – GPR55 agonists via beta-arrestin recruitment, primary screen, imaging, U2OS cells, beta-arrestin-GFP redistribution (AID 1961); G-protein coupled receptor 55 (Homo sapiens); 290,000 compounds, 0.048% hits; U2OS GPR55 beta-arrestin-GFP redistribution imaging; higher % means a stronger effect; activation, % at 10 µM, or EC50 in µM where a hit was titrated;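 active = activation above 40% with more than 50 cells counted in the well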;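 note: U2OS osteosarcoma cells stably expressing GPR55 and beta-arrestin-GFP; plate controls were DMSO negative control for no effect and LPI positive control for full effect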
SIAH1 antagonists – Siah-1 peptide-binding antagonists, primary screen, biochemical, fluorescence polarization, rhodamine-plectin, uHTS (AID 1817); 290,000 compounds, 0.02% hits; E3 ubiquitin-protein ligase SIAH1 (Homo sapiens); displacement, % at 20 µM, or IC50 in µM where a hit was titrated; Siah-1 / rhodamine-plectin peptide fluorescence polarization; higher % means a stronger effect;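 active = displacement of at least 50% at 20 µM, with a fluorescence ratio check between 0.3 and a set limit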;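 note: plate controls were Siah plus tracer with DMSO for no effect and tracer alone without Siah for full effect; strong numbers were not always called active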
GPR35 arrestin U2OS – GPR35 antagonists blocking zaprinast-driven arrestin recruitment, primary screen, imaging, U2OS, beta-arrestin-GFP, zaprinast agonist (AID 2058) | U2OS GPR35 beta-arrestin-GFP translocation imaging, zaprinast antagonism; higher % means a stronger effect | one-dose inhibition, % at 10 µM; IC50 in µM for titrated hits | 290,000 compounds, 0.052% hits | G-protein coupled receptor 35 (Homo sapiens);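 active = inhibition of at least 50% with at least 30 cells and total cytoplasm GFP at most 10,000,000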
HIV peptide binding – inhibitors of HIV fusion peptide binding, primary screen, biochemical, uHTS, fluorescence dequenching (AID 1986). cell-free peptide binding, fluorescence dequenching, 30 min; higher % means a stronger effect. one-dose inhibition, % at 20 µM; IC50 in µM for titrated hits. 290,000 compounds, 0.3% hits; in the data active = inhibition mostly above about 52%, no sharp cut-off; inactive = mostly below about 76%; note: some results filed as inactive read as strong as hits
AID2073 – inhibitors of Mint1-CaV2.2 protein interaction, biochemical, HTRF (AID 2073) | Voltage-dependent N-type calcium channel subunit alpha-1B (Homo sapiens) | HTRF protein-protein interaction, Mint1-CaV2.2; higher % means a stronger effect | inhibition, % at 20 µM; hits with a dose series show IC50 in µM | 290,000 compounds, 0.19% hits; in the data active = inhibition mostly above about 51%, no sharp cut-off; note: some results filed as inactive read as strong as hits
NTR1 agonist cell count 20 µM – recorded beside NTR1 agonist, whose call it bears; cell count; measured here: cell count, cytotoxicity flag
Dengue-2 NS5 capping pilot replicate – also measured in Dengue-2 NS5 capping; calls as there; inhibition, %; measured here: pilot screen replicate inhibition
* = called active by the depositor; nt = no result given; & = joins results of further samples; ! = repeats disagree; [ ] = remark or other dose.

SMILES	Dengue-2 NS5 capping	NTR1 agonist	NTR1 agonist cell count 20 µM	GPR55 LPI antagonism	UTI89 phage lysis	GPR55 beta-arrestin	SIAH1 antagonists	GPR35 arrestin U2OS	HIV peptide binding	AID2073	others
CCN1CCN(Cc2ccc(NC(=O)c3ccc(C)c(NC(=O)C(=O)c4c[nH]c5ccccc45)c3)cc2C(F)(F)F)CC1	2.8%&-7.2%&2.8%	40.8*!	89*!	-8.9%&-3.1%	3.8%&-1.1%	-0.3%&-0.1%	3.2%&-4.7%	11.5%&-14.1%	2.3%&0.4%	17.4%&18.5%
O=C(c1ccc(Oc2ccc([N+](=O)[O-])cc2Cl)cc1)N1CCCC1	-6.4%	2.8	83	-12.4%	0.0%	0.0%	1.2%	15.1%	-0.6%	-20.1%
CC(C)CSc1oc(-c2ccco2)nc1S(=O)(=O)c1ccccc1	-7.0%	4.6	52	-8.1%	-0.5%[50 µM]	0.2%	-1.6%	-9.5%	0.0%	9.9%
CCn1c(SCC(=O)OC)nc2sc3c(c2c1=O)CC(C)(C)OC3	3.1%	0.4	49	-13.3%	-0.1%	-0.1%	17.2%	-14.0%	-1.7%	1.4%
COc1ccc(C(C)C)cc1S(=O)(=O)NC1CCCC1	-6.0%	-0.7	50	4.8%	-0.9%[50 µM]	0.0%	2.7%	-5.8%	0.0%	2.1%
C=CCNC(=S)NC1CC(C)(C)NC(C)(C)C1	1.4%	-1.5	64	11.3%	-4.6%	0.1%	3.2%	9.0%	1.6%	1.3%
CC12CC(NC(=O)N1CCc1ccccc1)c1ccccc1O2 (configuration not stated)	-6.3%	3.0	44	1.8%	0.6%	-0.2%	-1.4%	-7.6%	0.0%	-1.5%	Dengue-2 NS5 capping pilot replicate=-2.7
CCNc1c(C(=O)O)ccc2c1C(=O)c1ccccc1C2=O	4.3%	0.4	57	-6.3%	-2.9%	-0.3%	6.5%	-2.5%	0.1%	6.3%
CC12CCC(C(=O)Nc3nc4ccccc4s3)(OC1=O)C2(C)C (configuration not stated)	-11.1%	0.4	60	2.0%	-0.1%	1.1%	7.7%	-0.6%	0.3%	-8.8%
Cc1onc(-c2ccccc2Cl)c1C(=O)N(C)C1CCCCC1	-5.6%	0.1	83	-10.0%	-1.4%	-0.1%	-5.5%	3.5%	1.1%	6.0%
CCC(NC(=O)c1cc(COc2c(F)cccc2F)on1)c1ccncc1 (configuration not stated)	-7.8%	-0.1	51	-3.0%	-0.7%[50 µM]	0.2%	-4.1%	-8.1%	1.3%	-0.8%
Oc1ccc(/C=N/Nc2ncnc3c2ncn3Cc2ccccc2)cc1O	-5.8%	-1.2	37	-12.6%	3.1%	0.5%	87.1%	-1.9%	15.0%	-54.5%
Oc1ccc2ccccc2c1/C=N/n1cnnc1	9.5%	-0.7	94	-1.9%	0.3%	-0.5%	6.7%	2.4%	-0.6%	-1.9%	Dengue-2 NS5 capping pilot replicate=-0.4
O=C(CN1CCN(S(=O)(=O)c2ccc(Br)cc2)CC1)N/N=C/c1ccccc1C(=O)O	-7.0%	-1.0	71	7.3%	-0.2%	-0.2%	10.8%	6.1%	1.9%	-1.4%
O=C1c2ccccc2C(O)(Cc2ccccc2)N1Cc1ccco1 (configuration not stated)	-2.1%	0.6	41	7.2%	0.0%	0.3%	6.3%	7.1%	3.7%	5.6%
O=C(O)c1cccc(NS(=O)(=O)c2ccc(NC(=O)c3ccco3)cc2)c1	nt	-1.4	23	6.2%	nt	-0.3%	1.5%	-3.8%	3.8%	0.4%
CC(C)CNC(=O)c1ccc(Cl)c(NC(=O)COc2ccccc2)c1	nt	1.1	36	-6.8%	nt	-0.1%	-2.4%	-0.7%	0.5%	23.4%
COc1ccc(C)cc1S(=O)(=O)NC1CCCCC1	-8.9%	-1.1	64	13.6%	0.4%	-0.2%	-0.5%	7.2%	7.0%	-7.5%	Dengue-2 NS5 capping pilot replicate=-3.2
CCc1cccc2[nH]c3cc([N+](=O)[O-])ccc3c12	-1.3%	4.5	81	2.3%	0.1%	0.2%	8.5%	1.1%	0.6%	13.2%
CCCS(=O)(=O)N1CCCC(C(=O)NCc2cccnc2)C1 (configuration not stated)	-3.8%	-0.5	61	0.9%	1.4%	0.0%	-1.3%	-4.6%	-0.8%	8.7%
O=S(=O)(c1ccc(N2CC=C(c3ccccc3)CC2)nc1)N1CCCC1	-2.7%	49.5*	91*	5.5%	0.3%	-0.1%	0.5%	-12.1%	-2.5%	19.7%	Dengue-2 NS5 capping pilot replicate=1.1
Cn1c(=O)n(CC(=O)NC2CCCCC2)c(=O)c2ccccc21	-2.0%	1.4	48	6.6%	0.6%	-0.2%	-5.3%	12.0%	0.0%	-2.9%
O=C(NC1CCSC1=O)c1ccc(Cl)cc1 (configuration not stated)	5.6%	-0.5	48	0.2%	-0.8%	-0.1%	-2.0%	5.9%	3.9%	7.5%
CCCCNC(=O)Cc1ccc(Br)cc1	-6.2%	0.8	29	-8.3%	2.6%	-0.3%	-3.6%	13.8%	-2.1%	15.8%
Clc1ccc(-c2cn3cccnc3n2)cc1Cl	-8.6%	0.5	48	-5.1%	0.5%	0.3%	22.4%	10.5%	11.1%	9.8%
CN1c2ccccc2C(=O)/C(=C\Nc2ccc(F)cc2)S1(=O)=O	4.7%	-1.9	47	-3.9%	-3.4%	-0.1%	-0.1%	-11.7%	-0.3%	3.6%
CCCN1Cc2cccc(C(=O)N3CCN(c4ccc(OC)cc4)CC3)c2C1=O	-3.6%	-0.9	77	10.8%	0.1%	0.1%	-5.6%	2.8%	-1.0%	-2.9%
CCc1nnc(NC(=O)CSc2nnc3c(n2)[nH]c2ccccc23)s1	-0.7%	0.2	41	3.3%	-1.4%	-0.2%	11.0%	0.2%	0.8%	-2.2%
Cc1ccc(/C=C/C(=O)OCn2nnc3ccccc3c2=O)o1	-2.4%	2.5	42	3.2%	0.1%	-0.1%	5.1%	-18.1%	-2.1%	-13.4%
O=C(Cc1ccc(Cl)cc1)Nc1ccc(CN2CCCCC2)cc1	1.6%	0.1	44	-6.8%	0.7%	0.0%	12.1%	1.7%	1.1%	-7.8%
COC(=O)c1cc(C(=O)Nc2nnc(C3CC3)s2)cc([N+](=O)[O-])c1	-2.5%	2.8	75	8.5%	1.0%[50 µM]	-0.2%	-2.0%	15.5%	3.9%	-1.9%
CCS(=O)(=O)N1CCN=C1SCc1ccccc1	0.9%	-1.4	59	11.2%	0.3%	0.2%	0.6%	15.0%	0.2%	-2.5%
O=C(N/N=C/c1cccc(OC(=O)c2ccc([N+](=O)[O-])cc2)c1)c1cccnc1	4.0%	1.6	41	9.1%	0.4%	-0.2%	1.1%	7.7%	0.6%	5.8%
O=C(C1CCCN(Cc2ccccc2Br)C1)N1CCCCC1 (configuration not stated)	8.6%	-0.9	76	28.6%	0.0%	0.3%	4.6%	9.6%	3.0%	4.3%
Cc1nc2c(-c3ccc(F)cc3)c(C)nn2c(C)c1CCC(=O)NC(C)CCc1ccco1 (configuration not stated)	0.7%	1.3	55	2.2%	-1.5%	0.0%	-0.7%	-23.8%	4.9%	-21.4%
COc1ccc(CNC(=O)C2CC(=O)N(c3ccc(OCC(=O)N4CCCCC4)cc3)C2)cc1 (configuration not stated)	-4.7%	0.2	68	4.4%	-0.2%	-0.1%	-3.8%	-16.8%	12.8%	-2.1%
COc1ccc(C(C(=O)NC2CCCC2)N(C(=O)c2ccco2)c2ccccc2C(C)=O)cc1OC (configuration not stated)	-8.3%	1.8	64	1.7%	0.1%	0.5%	4.2%	-8.6%	-0.8%	19.4%
COc1cccc(C(=O)N2CCN(c3ccccn3)CC2)c1	-2.3%	0.1	71	8.3%	-1.9%	-0.1%	-0.2%	1.5%	-2.2%	9.8%
Cc1ccc(SC[C@H](CC(C)C)N2CCN(C)CCC2=O)cc1	-1.6%	3.6	101	10.7%	5.0%	-0.1%	13.7%	6.0%	-1.3%	4.4%
O=C1CC(c2ccccc2)CC(O)=C1C=NCc1ccco1 (configuration not stated)	-4.1%	-0.6	60	-5.9%	0.3%	-0.1%	-3.2%	-5.0%	-0.3%	-4.1%
O=C(Nc1cccc(C(=O)O)c1)/C(=C\c1ccc2c(c1)OCO2)NC(=O)c1ccc(Br)o1	-2.2%	0.9	84	10.3%	-0.8%	0.6%	8.3%	-5.9%	13.4%	34.4%
OCc1cccc(Nc2ncnc3sc4c(c23)CCCCC4)c1	-4.5%	1.4	51	94.0%	1.0%	-0.1%	3.5%	6.0%	-1.4%	9.8%
CC(=O)N=c1sc2ccccc2n1C	0.7%	0.4	38	-6.1%	-0.2%	-0.1%	4.6%	-12.7%	11.5%	-4.1%
N#Cc1nc(COc2ccc(F)cc2)oc1NCCN1CCOCC1	-7.2%	-1.9	52	5.8%	0.1%	0.2%	-2.1%	-6.6%	-1.8%	-0.3%
CCn1cc(SCC(=O)NC2CCCC2)c2ccccc21	-2.6%	-0.2	40	12.3%	0.9%[50 µM]	-0.1%	-0.9%	-10.2%	0.0%	10.5%
O=C(O)c1c(Cl)c(Cl)c(Cl)c(Cl)c1C(=O)N1CCOCC1	12.8%	-1.8	26	8.6%	0.8%	-0.1%	1.4%	-11.3%	4.1%	-9.3%
CCOC(=O)C1=C(CCl)NC(=O)NC1c1ccc2c(c1)OCO2 (configuration not stated)	-4.6%	2.3	61	4.9%	0.3%	0.1%	4.8%	10.7%	1.6%	1.1%	Dengue-2 NS5 capping pilot replicate=-2.1
COC(=O)c1ccc(/C=N/NC(=O)C(=O)NCC2CCCO2)cc1 (configuration not stated)	7.0%	0.3	45	5.6%	0.7%	-0.1%	-2.7%	6.6%	2.1%	12.1%
CC1(C)CC(=O)C2=C(C1)c1c(ccc3ccccc13)NC2c1cc([N+](=O)[O-])cc([N+](=O)[O-])c1O (configuration not stated)	25.3µM*	0.2	37	-29.4%	-4.5%	-0.1%	12.5%	23.0%	9.83µM*	28.4%
